M4 antag: blocks acetylcholine activation of human M4 receptor. 360,000 compounds, 0.73% hits. inhibition, % at 3 µM. CHO-hM4 cells, ACh EC80, Fluo-8 calcium fluorescence. P08173;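 active means inhibition above its plate's cutoff, the mean inhibition of sample wells plus 3 SD, cut at about 27% in these data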;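 further: 0% = acetylcholine EC80 with DMSO and 100% = DMSO without agonist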
M5 ag: CHRM5 agonism in calcium assay; activation, % at 3 µM; P08912; CHO-K1 hM5 cells, Fluo-8 calcium fluorescence; 0% DMSO wells, 100% maximal acetylcholine response; 360,000 compounds, 0.19% hits; AID 624037;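 active means activation above the run's mean over test compounds plus 3 SD, cut at about 23% in these data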;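 further: signal is peak over basal fluorescence ratio across the kinetic read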
Target sequence (P08912 whole entry, looked up): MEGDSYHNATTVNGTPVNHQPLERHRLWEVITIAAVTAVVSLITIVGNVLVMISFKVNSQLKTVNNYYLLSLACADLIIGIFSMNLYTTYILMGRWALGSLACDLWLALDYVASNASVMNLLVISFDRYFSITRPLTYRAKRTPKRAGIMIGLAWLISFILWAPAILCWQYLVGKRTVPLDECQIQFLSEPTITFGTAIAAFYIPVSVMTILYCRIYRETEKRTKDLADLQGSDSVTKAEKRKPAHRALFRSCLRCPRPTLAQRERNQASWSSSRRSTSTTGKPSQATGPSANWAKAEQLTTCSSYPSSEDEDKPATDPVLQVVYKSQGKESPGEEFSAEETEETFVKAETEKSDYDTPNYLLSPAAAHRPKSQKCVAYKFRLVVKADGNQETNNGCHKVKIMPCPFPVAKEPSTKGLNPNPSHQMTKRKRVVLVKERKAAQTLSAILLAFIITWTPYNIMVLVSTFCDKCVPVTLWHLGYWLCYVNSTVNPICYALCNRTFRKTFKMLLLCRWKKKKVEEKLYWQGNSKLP
CHRM5 PAM: CHRM5 positive allosteric modulation. P08912. CHO-K1 hM5, Fluo-8 calcium, ACh EC20 PAM; 0% = ACh EC20, 100% = ACh EC100. activation, % at 3 µM. 360,000 compounds, 0.3% hits. AID 624038;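 active means activation above the run cutoff, the mean activation of all test compounds plus 3 SD, cut at about 18% in these data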
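System: CHO-K1 cell line with stable human muscarinic M5 receptor expression | Also added: EC20 acetylcholine as agonist stimulus | Compound: One concentration, 3 µM final (nominal) | Timing: Fluo-8 loading 80 min at 37 °C plus 30 min room temperature | Measured by: Fluo-8 calcium dye fluorescence, kinetic read | Read-out basis: % activation, ACh-normalized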
CRFR2-BP antag: CRF-BP/CRF-R2 complex antagonism; AID 588475; inhibition, % at 11.8 µM; HEK293 CRF-R2/CRF-BP, CRF-induced calcium fluorescence; 350,000 compounds, 0.59% hits;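 active means inhibition of the ligand-induced calcium signal above about 50% at the single tested concentration, limit read from the data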
CRFR2-BP ag: CRF-BP/CRF-R2 complex agonism. activation, % at 13.2 µM. 350,000 compounds, 0.46% hits. HEK293 CRF-R2/CRF-BP, calcium dye fluorescence (FLIPR); percent of saturating CRF peptide response;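 active means activation of at least 50%, plus an integration ratio under a set limit after plate pattern correction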;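 further: plate controls were neutral control wells without compound for no effect and CRF at EC100 for full effect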
M1 PAM: potentiates human M1 receptor response to acetylcholine; P11229; 360,000 compounds, 0.088% hits; CHO-K1 hM1, Fluo-8 calcium fluorescence, ACh EC20; 0% = ACh EC20, 100% = maximal ACh; AID 588819; activation, % at 3 µM; in the data active means activation above about 19%, passing the limit was not always enough
CHRM4 agonist: agonists of human muscarinic M4 receptor (CHRM4); P08173; CHO-K1 hM4/Gqi5, Fluo-8 calcium fluorescence; vehicle 0%, full acetylcholine response 100%; activation, % at 3 µM; 360,000 compounds, 0.14% hits; AID 624127;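 active means activation above the run mean over all test wells plus 3 SD, cut at about 32% in these data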;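 further: peak over basal fluorescence ratio per well then scaled between controls; 0% = DMSO wells and 100% = acetylcholine at EC100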
M4 PAM: CHRM4 positive allosteric modulation. P08173. CHO-K1 hM4/Gqi5, Fluo-8 calcium fluorescence, ACh EC20; 0% = ACh EC20, 100% = maximal ACh. activation, % at 3 µM. 360,000 compounds, 0.4% hits. AID 624126;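 active means activation above its plate's cutoff, the mean activation of sample wells plus 3 SD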; further: some results filed as inactive read as strong as hits
M5 antag: CHRM5 antagonism in calcium assay; P08912; CHO-hM5 cells, Fluo-8 calcium fluorescence, ACh EC80; inhibition, % at 3 µM; 360,000 compounds, 0.59% hits; AID 624040;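 active means inhibition above a per-plate cutoff, the mean of that plate's test compounds plus 3 SD, cut at about 27% in these data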;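 further: 0% = acetylcholine EC80 with DMSO and 100% = DMSO without agonist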
An asterisk follows results filed as active; nt = no result given.

SMILES	M4 antag	M5 ag	CHRM5 PAM	CRFR2-BP antag	CRFR2-BP ag	M1 PAM	CHRM4 agonist	M4 PAM	M5 antag
O=C(NCCCN1CCOCC1)c1c(-c2ccccc2)oc2c1C(OCCCCCO)CCC2 (stereo unspecified)	2	0	-5	nt	nt	nt	1	10	0
CC(=O)c1ccc(NC(=O)C(NC(=O)c2ccccc2)=C(C)C)cc1	-7	-2	2	-10	-1.3	14	0	6	11
CC(C)CC(OC(=O)c1nsc(Cl)c1Cl)C(=O)NC1CCCC1 (stereo unspecified)	6	-4	-6	-16	-0.1	4	-2	-9	19
c1ccc(Cn2c(-c3cncs3)nc3ccccc32)cc1	-10	-7	-5	2	0.6	-2	-1	4	11
O=C(Nc1cccc(S(=O)(=O)N2CCOCC2)c1)c1ccco1	2	-1	-2	-5	0.5	9	1	5	2
Nc1ccc(Nc2nc(-c3cccs3)cs2)cc1	6	1	2	-18	-1.6	7	1	2	11
O=C(CN1C(=O)S/C(=C\c2ccc(F)cc2)C1=O)NC1C=CS(=O)(=O)C1 (stereo unspecified)	-12	0	10	-5	4.7	10	1	-4	-3
CC(/C=N/NC(=O)c1nn(C)c(C)c1Br)=C\c1ccccc1	-2	2	5	21	-1.1	9	1	1	-4
Cc1nc(-c2nc(-c3c(C(=O)NNC(=O)Nc4cccc(Cl)c4)noc3C)cs2)cs1	0	-5	-13	-4	-0.1	1	4	-2	14
COC(=O)c1sccc1NC(=O)Nc1cccc(F)c1	1	-5	-4	-5	0.6	-3	0	0	3
Cc1nnc(SCCn2c(Br)nc3c2c(=O)[nH]c(=O)n3C)s1	7	-3	-1	20	3.8	9	1	-3	-4
CCn1c(C)nnc1SCC(=O)Nc1cccc(Cl)c1	4	4	8	33	5.2	5	-1	1	6
O=C(Cn1c(COc2ccccc2)nc2ccccc21)Nc1cc(Cl)ccc1Cl	5	-1	-11	7	-0.1	1	0	4	11
CCOc1ccc(NS(=O)(=O)c2ccc(SC)cc2)cc1	1	0	-11	-22	1.2	-5	3	3	-1
Cc1ccccc1CNS(=O)(=O)c1c(C(=O)N2CCCC2)c(C)n(C)c1C	-7	-1	1	-4	-0.3	-2	1	6	-2
OCCN1CCN(Cc2nc(-c3cccc(Cl)c3)no2)CC1	3	-3	4	28	-1.6	3	1	-2	5
CN(C)S(=O)(=O)c1ccc(/C(O)=C2/C(=O)C(=O)N(CCN3CCCCC3)C2c2cccnc2)cc1 (stereo unspecified)	-3	0	1	5	-0.8	4	0	-5	10
CN(C)C(=O)c1cc(C(=O)c2ccc(F)cc2F)c[nH]1	3	-5	3	0	0.6	4	1	3	0
CN1OC[C@@H]2CN(C(=O)C(C)(C)C)[C@H](c3cccc(Oc4ccccc4)c3)C[C@@H]21	-17	0	1	-4	-1.7	0	1	12	-8
Cn1c(SCC(=O)c2ccc3c(c2)OCO3)nnc1-c1ccccn1	-7	-3	5	5	0.5	10	3	3	-1

No new results follow: entries from further up.
SMILES	M4 antag	M5 ag	CHRM5 PAM	CRFR2-BP antag	CRFR2-BP ag	M1 PAM	CHRM4 agonist	M4 PAM	M5 antag
CN1OC[C@@H]2CN(C(=O)C(C)(C)C)[C@H](c3cccc(Oc4ccccc4)c3)C[C@@H]21	-17	0	1	-4	-1.7	0	1	12	-8
Cn1c(SCC(=O)c2ccc3c(c2)OCO3)nnc1-c1ccccn1	-7	-3	5	5	0.5	10	3	3	-1

Next part.
SMILES	M4 antag	M5 ag	CHRM5 PAM	CRFR2-BP antag	CRFR2-BP ag	M1 PAM	CHRM4 agonist	M4 PAM	M5 antag
O=C(N1CCOCC1)N1CCN(S(=O)(=O)N2CCOCC2)CC1	-2	2	-5	-1	6.5	16	1	-1	0
O=C(CSc1nc2ccccc2[nH]1)NC1CCCC1	-4	0	3	6	-0.3	5	2	11	-2
O=C(N/N=C/c1cn(-c2cccs2)nc1-c1ccccc1)c1ccccc1Cl	3	-3	-8	-11	-4.1	2	3	-2	11
CCCc1cc(C(=O)OC)c(NC(=O)c2cc(C)on2)s1	-2	1	5	0	1.7	6	0	16	-8
O=C(COC(=O)c1cc(Br)ccc1O)Nc1ccc2c(c1)OCO2	-4	2	-6	-1	0.5	4	9	3	10
CC(NC(=O)C(=O)NCC1CCCO1)c1ccccc1 (stereo unspecified)	7	0	1	24	-1.4	8	0	-8	10
CCn1c(=O)n(CC)c2cc(N3CCCC3)c(NC(=O)c3c(F)cccc3F)cc21	-6	-4	0	0	-2.3	8	2	4	9
O=C1Nc2c(Cl)cccc2C1=O	4	6	-4	nt	nt	-5	2	3	4
O=C(COc1ccc(-c2nnco2)cc1)N1CCN(S(=O)(=O)c2ccc3ccccc3c2)CC1	-12	-4	-12	4	-1.4	3	9	-5	-2
CCN(c1ccccc1)S(=O)(=O)c1cc(NC(=O)CN2CCN(C)CC2)ccc1Cl	13	0	0	-26	-1.9	12	1	8	-3
CC/C(Cc1ccccc1)=N/NC(=O)CCn1nnc2ccccc21	-4	-2	1	-10	0.3	0	3	11	2
Cc1cc(C)cc(NC(=O)Nc2ccc3ccccc3n2)c1	4	3	11	16	0.8	9	0	7	10
Cc1cc(S(=O)(=O)NC(=O)[C@H]2O[C@@H](n3cnc4c(N)ncnc43)[C@H](O)[C@@H]2O)ccc1Br	-23	-2	-2	nt	nt	2	0	0	-11
COc1ccc(NC(=O)Nc2cccc3[nH]c([C@@H]4O[C@H](CO)[C@@H](O)[C@H](O)[C@H]4O)nc23)cc1OC1CCCC1	-1	1	0	nt	nt	8	0	6	2
COc1ccc(N2CCN(Cc3cc4c(cc3Br)OCCO4)CC2)cc1	16	-3	1	9	2.5	-8	1	-10	9
COc1ccc(CN2CCCCCC2)cc1OC	1	-3	4	-5	-0.1	9	1	0	-6
CC1(C)NC(=O)N(CC(O)COc2ccc(N3C(=O)c4ccccc4C3=O)cc2)C1=O (stereo unspecified)	0	3	-13	-3	0.9	-4	15	-4	7
Cc1cccc(N2CC(O)(c3cccs3)[N+]3=C2CCCC3)c1C (stereo unspecified)	30*	-16	-17	2	0.8	-17	16	-24	17
O=C(Oc1ccc(/C=N/NC(=O)c2ccccn2)cc1)c1cccc(F)c1	2	-4	-3	-7	-0.1	8	1	0	8
Cc1oc(-c2ccc(Cl)cc2)nc1CS(=O)CC(=O)NCc1ccccn1 (stereo unspecified)	-4	0	0	2	-1.9	13	1	3	9
O=C(C[n+]1cccc(Br)c1)c1cccs1	-14	-3	-7	-1	0.6	19	1	-2	-3
CC(C)=CCC[C@H](C)C[C@@H]1Cc2[nH][nH]c(=O)c2[C@@H](c2ccc(F)cc2)O1	5	1	4	nt	nt	nt	0	6	3
OCC1CSC(=S)N1Cc1ccccc1 (stereo unspecified)	3	1	-5	nt	nt	9	4	-3	8
NC(=S)Nn1c(-c2ccccc2)nc2ccccc2c1=O	-2	2	22*	12	0.2	8	2	18	-4
Cc1ccc(-c2cc(C(=O)NCc3cccnc3)no2)cc1	9	3	-4	1	-1.1	-7	3	9	-1
COc1ccc(CCNC(=O)Cn2nnc(-c3ccccc3F)n2)cc1OC	-9	4	-3	-7	-3.0	11	3	7	5
COc1ccnc2c1c(=O)n(Cc1ccccc1Cl)c(=O)n2C	2	-2	-9	-9	-0.3	-2	0	0	23
CC(=O)N1CCc2nc3ccccc3cc21	9	1	-4	8	1.8	6	0	0	2
O=C(O)C1CCCN(S(=O)(=O)c2ccccc2)C1 (stereo unspecified)	-2	-2	8	4	-1.1	-3	0	9	-1
CC(=O)Nc1c2c(nn1-c1ccccc1C)CSC2	7	-2	2	12	0.6	6	0	-5	9
CCN(CC)S(=O)(=O)c1ccc2nc(COC(=O)c3n[nH]c4ccccc34)[nH]c2c1	0	0	-2	-6	9.1	11	1	-4	-2
COc1ccc(N2CC(C(=O)N[C@H](C(=O)NC3CCCC3)C(C)C)CC2=O)cc1 (stereo partly specified)	-10	-1	3	-1	0.9	1	1	-4	3
CC1=NN(C)C(=O)C1Cc1c(F)cccc1Cl (stereo unspecified)	-4	-4	-2	10	0.3	1	1	-2	12
CCN1CCOC(CC(=O)Nc2ccc([N+](=O)[O-])cc2)C1=O (stereo unspecified)	-14	2	12	2	-1.6	9	1	6	-1
COc1ccc(NS(=O)(=O)c2cc(N)ccc2N2CCOCC2)cc1	11	-1	1	6	-0.2	13	0	-4	13
CC1(C(=O)NS(=O)(=O)c2ccccc2C(F)(F)F)CCN1C(=O)CC1CCCC1 (stereo unspecified)	-1	1	1	nt	nt	4	0	4	-1

Record cards, as listed above. Screens in order: M4 antag, M5 ag, CHRM5 PAM, CRFR2-BP antag, CRFR2-BP ag, M1 PAM, CHRM4 agonist, M4 PAM, M5 antag
CCN1CCOC(CC(=O)Nc2ccc([N+](=O)[O-])cc2)C1=O (stereo unspecified) is listed as -14, 2, 12, 2, -1.6, 9, 1, 6, -1
CC1=NN(C)C(=O)C1Cc1c(F)cccc1Cl (stereo unspecified) is listed as -4, -4, -2, 10, 0.3, 1, 1, -2, 12

In a second layout: results already given.
smiles,M4 antag,M5 ag,CHRM5 PAM,CRFR2-BP antag,CRFR2-BP ag,M1 PAM,CHRM4 agonist,M4 PAM,M5 antag
CC(=O)Nc1c2c(nn1-c1ccccc1C)CSC2,7,-2,2,12,0.6,6,0,-5,9
O=C(C[n+]1cccc(Br)c1)c1cccs1,-14,-3,-7,-1,0.6,19,1,-2,-3
CCN1CCOC(CC(=O)Nc2ccc([N+](=O)[O-])cc2)C1=O (stereo unspecified),-14,2,12,2,-1.6,9,1,6,-1
